APP 5'UTR act = APP 5'UTR luciferase reporter activation; SH-SY5Y APP 5'UTR luciferase reporter, luminescence; zero percent = DMSO vehicle wells; activation, % at 2 µM; hit rate 1% among 190,000; AID 1276;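 active = activation above a set limit, based on mean plus 3 SD of controls, cut at about 140% in these data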; also: values of inactives mirror those of a sister screen read the other way
FLuc inh counter = inhibits firefly luciferase, flagging false hits in luciferase inhibition screens. P08659. ATPLite firefly luciferase biochemical luminescence, 10 min. inhibition, % at 10 µM. hit rate 1.5% among 200,000. AID 1006;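 active = inhibition above about 50% when tested at 10 µM, limit read from the data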
Target sequence (P08659 whole entry, looked up): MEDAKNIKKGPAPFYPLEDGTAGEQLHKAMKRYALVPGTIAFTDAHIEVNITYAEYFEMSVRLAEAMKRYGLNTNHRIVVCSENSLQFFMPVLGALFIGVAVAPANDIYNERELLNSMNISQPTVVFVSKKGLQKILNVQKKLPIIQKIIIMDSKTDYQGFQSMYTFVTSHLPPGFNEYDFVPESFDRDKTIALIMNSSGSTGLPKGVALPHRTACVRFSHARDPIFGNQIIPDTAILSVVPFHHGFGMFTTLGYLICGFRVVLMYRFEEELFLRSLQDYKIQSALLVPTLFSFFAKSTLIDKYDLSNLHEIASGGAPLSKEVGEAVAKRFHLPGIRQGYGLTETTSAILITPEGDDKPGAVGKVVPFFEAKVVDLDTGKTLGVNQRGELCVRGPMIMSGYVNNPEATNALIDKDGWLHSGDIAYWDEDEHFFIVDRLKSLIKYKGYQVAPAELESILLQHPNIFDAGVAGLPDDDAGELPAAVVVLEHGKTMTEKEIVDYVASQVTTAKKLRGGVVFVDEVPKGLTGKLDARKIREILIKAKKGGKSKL
bIAP activator = intestinal alkaline phosphatase (bovine) activation; purified bovine IAP, CDP-star luminescence, 30 min; hits give high values; fold of DMSO-control signal, blank-subtracted; activation factor at 20 µM; hit rate 0.17% among 200,000; AID 1016;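 active = activation factor of 2 or more at 20 µM, a signal rise over negative controls twice the positive control's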
PMI activator = increases human mannose-6-phosphate isomerase activity; P34949; purified human PMI, coupled resazurin fluorescence, 20 min; hits give high values; 1 = vehicle control, 0 substrate-free wells; hit rate 0.005% among 190,000; activation factor at 20 µM;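 active = activation factor of 2 or more at 20 µM, relative to plate controls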
Target sequence (P34949 whole entry, looked up): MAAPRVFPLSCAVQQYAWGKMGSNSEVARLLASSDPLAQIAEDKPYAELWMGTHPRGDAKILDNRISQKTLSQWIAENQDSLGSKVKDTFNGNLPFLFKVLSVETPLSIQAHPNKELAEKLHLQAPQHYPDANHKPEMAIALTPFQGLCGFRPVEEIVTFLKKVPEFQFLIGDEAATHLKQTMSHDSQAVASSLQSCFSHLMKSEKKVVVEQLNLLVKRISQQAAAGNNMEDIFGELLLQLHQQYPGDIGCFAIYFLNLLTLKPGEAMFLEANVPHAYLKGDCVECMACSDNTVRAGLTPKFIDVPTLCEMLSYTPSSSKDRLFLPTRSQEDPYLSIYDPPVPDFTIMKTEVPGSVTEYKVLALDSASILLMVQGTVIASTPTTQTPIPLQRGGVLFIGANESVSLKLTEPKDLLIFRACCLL
FLuc stim CS = firefly luciferase counter-screen for stimulation assays. P08659. ATPlite luciferase biochemical, luminescence, 10 min; 0 = ATP-free wells, 1 = DMSO control. activation factor at 10 µM. 200,000 tested, under 10 active. AID 1027;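 active = luciferase activation factor, scaled between plate controls, of at least 2 with compound at 10 µM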
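System: Luciferase/luciferin detection reagent, cell-free biochemical luciferase assay | Medium: PBS buffer for ATP | Dosing: Test compounds dosed from 2 mM stocks in 100% DMSO | Timing: 10 min at ambient temperature | Signal: Luminescence measurement of luciferase light output | Evaluation: Luciferase activation, seen as luminescence increase over controls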
TNAP inh hiacc = inhibitors of human TNAP at high phosphate acceptor concentration. P05186. purified TNAP, CDP-star luminescence, 1 M DEA. inhibition, % at 20 µM. hit rate 0.03% among 200,000;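 active = over 50% inhibition of tissue-nonspecific alkaline phosphatase at 20 µM in the single-dose screen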;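 also: plate controls were DMSO wells for no effect and EDTA-quenched wells as full inhibition for full effect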
TNAP act hiacc = TNAP (human) activation, high acceptor. P05186. purified TNAP, CDP-star luminescence, 1 M DEA, 30 min; hits give high values; 0 = EDTA background, 1 = DMSO-only activity. activation factor at 20 µM. 200,000 tested, under 10 active;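 active = activation factor at least 2 at 20 µM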
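Test system – human TNAP · Doses – 20 µM single point · Incubation – 30 min, room temperature · Signal – luminescent substrate turnover signal · Read-out basis – activation factor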
TNAP inh no acc = blocks human TNAP activity with no phosphate acceptor present; P05186; purified TNAP, CDP-star luminescence, 30 min; inhibition, % at 20 µM; hit rate 0.26% among 200,000; AID 1012;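 active = tissue-nonspecific alkaline phosphatase inhibition above about 50% at 20 µM in the single-dose screen, limit read from the data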;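 also: 0% = DMSO negative control and 100% = EDTA positive control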
PMI act satM6P = activators of human phosphomannose isomerase at near-saturating mannose 6-phosphate. coupled PMI enzyme assay, resazurin fluorescence, 20 min; hits give high values; 1 = untreated enzyme, 0 = substrate-free blank. hit rate 0.34% among 190,000. activation factor at 20 µM. P34949. AID 1216;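 active = activation factor of 2 or more at 20 µM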
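Test system: human phosphomannose isomerase with PGI, G6PDH, diaphorase coupling enzymes; Amount: PMI at 15 ng/mL final; Reagent: Mannose-6-phosphate 1.0 mM (near-saturating) plus 0.22 mM NADP+; Timing: 20 min, room temperature; Technique: resorufin fluorescence at Ex 544/Em 590 nm; Dosing: 20 µM single dose.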
NF-kB expr up = raises NF-kB expression in human neuronal cells; NF-kB reporter expression; hits give high values; fold change at 12.5 µM; hit rate 1.6% among 190,000; AID 1239; in the data active = fold change above about 3.3
Starred values were filed as active, the others as inactive; . = no result given.

SMILES,APP 5'UTR act,FLuc inh counter,bIAP activator,PMI activator,FLuc stim CS,TNAP inh hiacc,TNAP act hiacc,TNAP inh no acc,PMI act satM6P,NF-kB expr up
CCc1noc(C)c1C(=O)Nc1nc(-c2ccc(Cl)cc2Cl)c(C)s1,7,-9,0.9,0.9,1.1,-7,1.1,-14,1,1
Cc1cc2cc(C(c3nnnn3Cc3ccco3)N3CCCCC3)c(=O)[nH]c2cc1C (configuration not stated),.,-12,0.9,0.9,1.1,-2,1,-2,1,1.1
CCOC(=O)C1=NOC(CNC(=O)c2c(-c3ccccc3Cl)noc2C)C1 (configuration not stated),5,-2,0.9,0.9,1,-4,1,-10,0.9,1
N=c1n(CCN2CCCCC2)c2ccccc2n1CC(O)c1cccc(Br)c1 (configuration not stated),3,-8,1.6,1,1.1,-11,1.1,-13,1.1,0.52
Cc1cc(NC(=O)COC(=O)c2cc(S(=O)(=O)N3CCOCC3)ccc2N2CCCCC2)no1,2,-6,0.9,1,1.1,-5,1,-11,1,1.3
O=[N+]([O-])c1cc(C(F)(F)F)cc([N+](=O)[O-])c1N1CCN(S(=O)(=O)c2ccccc2)CC1,-4,-6,0.9,1,1.1,-2,1,-8,1,0.83
Cc1ccc(N(C(=O)c2ccc3c(c2)OCO3)C2C=CS(=O)(=O)C2)cc1 (configuration not stated),21,-3,1,1,1,5,0.9,-3,1,1.2
CCc1nnc(NC(=O)CSc2ccc(-c3nc4ccc(C)cc4[nH]3)cn2)s1,138*,58*,0.7,1,0.4,-4,1,-4,1.2,2.8
Nc1nc(SCc2ccc([N+](=O)[O-])cc2)c2ncn(C3OC(CO)C(O)C3O)c2n1 (configuration not stated),11,-4,0.9,1.1,1,2,1,0,1,0.87
CC1C/C(=N/NC(=O)c2cccs2)CC(C)(C)C1 (configuration not stated),88,-8,0.8,1.1,1.1,-6,1.1,-17,1,2.9
Cn1cccc1C(=O)Nc1nc(-c2ccccn2)cs1,43,18,1.3,0.8,0.8,-6,1.1,-2,0.7,5.1*
CN(CCO)c1cc(N(C)CCO)c([N+](=O)[O-])cc1[N+](=O)[O-],0,5,0.8,1.1,0.9,10,0.9,4,0.9,1.1
COc1ccc(C(c2nnnn2Cc2ccccc2)N2CCN(c3ccccc3)CC2)cc1 (configuration not stated),-19,-7,0.9,1,1.1,-6,1.1,-10,1,0.85
COc1cc2cc(C(=O)Nc3ccccc3)c(N)nc2cc1OC,2,18,1.1,1,0.8,-2,1,-14,1,0.43
Cc1ccn(C(=O)c2ccc(NC(=O)C3CC3)cc2)n1,-9,-7,1,1,1.1,-8,1.1,-8,1,1
O=C(NC1CCCC1)c1cc(S(=O)(=O)N2CCOCC2)c(Cl)cc1Cl,14,4,1,1.1,1,0,1,-2,1.1,0.82
CCc1nnc(NC(=O)CSc2nnc(-c3cc4ccccc4cc3O)n2CC)s1,14,-3,1.2,0.9,1,-7,1.1,0,0.8,1.1
O=C1CCCc2[nH]c(-c3ccccc3)nc21,-6,8,1.1,0.9,0.9,0,1,-5,1,1.3
O=C(CSc1nc2ccccc2c(=O)n1-c1ccccc1)N1CCc2ccccc21,-15,-1,0.8,0.9,1,5,0.9,-10,1,0.97
O=C(O)C1=C[C@@H](c2coc3ccccc3c2=O)C[C@@H](OCCCCO)O1,7,-1,1.1,1,1,-7,1.1,-8,0.9,1.1
CCN(CC(=O)NC1CCS(=O)(=O)C1)S(=O)(=O)c1ccc(C)cc1C (configuration not stated),8,-6,1,1,1.1,-3,1,-24,1.1,1.1
Cc1c(N2C(=O)C(C)SC23C(=O)Nc2ccccc23)c(=O)n(-c2ccccc2)n1C (configuration not stated),-2,-1,1,0.9,1,-5,1.1,-9,0.9,1.3
CN(NS(=O)(=O)c1ccc(Cl)cc1)c1nc(C(F)(F)F)nc2ccccc12,11,-4,1,1.1,1,-3,1,-12,1,0.63
CCC(=O)N1CCc2cc(Br)cc(S(=O)(=O)N3CCCCCC3)c21,-2,-11,1,1,1.1,-3,1,-3,1,1.3
O=S1(=O)CC(O)C(N2CCC(c3ccccc3)CC2)C1 (configuration not stated),-18,-5,0.9,0.9,1.1,2,1,-8,0.9,1.1

Structures above with an aryl methoxy group, in the order listed:
SMILES,APP 5'UTR act,FLuc inh counter,bIAP activator,PMI activator,FLuc stim CS,TNAP inh hiacc,TNAP act hiacc,TNAP inh no acc,PMI act satM6P,NF-kB expr up
COc1ccc(C(c2nnnn2Cc2ccccc2)N2CCN(c3ccccc3)CC2)cc1 (configuration not stated),-19,-7,0.9,1,1.1,-6,1.1,-10,1,0.85
COc1cc2cc(C(=O)Nc3ccccc3)c(N)nc2cc1OC,2,18,1.1,1,0.8,-2,1,-14,1,0.43

Further records follow:
SMILES,APP 5'UTR act,FLuc inh counter,bIAP activator,PMI activator,FLuc stim CS,TNAP inh hiacc,TNAP act hiacc,TNAP inh no acc,PMI act satM6P,NF-kB expr up
Nc1c(S(=O)(=O)c2ccccc2)nnn1-c1ccccc1,20,-6,0.5,1,1.1,-3,1,-8,1,1.3
C=CCn1c(CCC(=O)O)ccc1-c1ccccc1,6,-1,1,0.9,1,0,1,-6,0.9,1.1
Cc1ccccc1CS(=O)(=O)Cc1ccc(C(=O)NCc2cccnc2)o1,16,-5,0.9,0.9,1.1,-4,1,1,0.9,0.86
CNC(=O)COC(=O)c1ccc(NS(=O)(=O)c2ccc3c(c2)OCCO3)cc1,27,-11,1,1.1,1.1,-8,1.1,-7,1,1.4
COc1cccc(OC)c1C(=O)OCC(=O)/C(C#N)=C(\C)N,0,-3,0.9,0.9,1,0,1,-12,1,1
COCCN1C(=O)c2oc3c(C)cc(C)cc3c(=O)c2C1c1cccc(O)c1 (configuration not stated),-6,3,1.1,0.9,1,0,1,-7,1,0.89
Brc1ccc(-c2nc(N/N=C/c3cccnc3)c3ccccc3n2)cc1,-10,96*,1.1,1,0,-10,1.1,-12,1.1,1.3
O=C1NC(=S)/C(=C\c2ccc(-c3ccccc3Cl)o2)S1,-11,-1,1,1.5,1,19,0.8,-2,1.6,0.86
C#CCOCCOCCOCCNc1nc(N2CCN(C(=O)Cn3cc(CCCN=C(N)N)nn3)CC2)nc(N2CCN(C(=O)[C@H]([C@@H](C)CC)n3cc(CCCN=C(N)N)nn3)CC2)n1,-6,-1,1,1.3,1,-6,1.1,-21,1.5,1.1
CN(C)S(=O)(=O)c1c(Cl)cccc1Cl,10,1,0.9,1.1,1,0,1,-6,1.1,1.2
O=C(Nc1cccnc1)c1c(O)c2cccc3c2n(c1=O)CC3,5,6,1,0.8,0.9,-1,1,-12,0.9,1.6
CCOC(=O)C1CCN(C(=O)C(=O)N2CCC(C(=O)OCC)CC2)CC1,-15,3,1,1,1,1,1,-6,1,0.95
O=C(c1c(F)c(F)c(F)c(F)c1F)N(Cc1ccccc1)Cc1ccccc1,7,-10,0.5,1,1.1,-3,1,1,1,1
CC(C)c1ccc(/C=N/NC(=O)c2cccc(S(=O)(=O)N3CCOCC3)c2)cc1,18,1,1,0.9,1,-2,1,-10,0.8,1.1
Cc1cc2oc(=O)cc(CSc3nnc(-c4cccs4)o3)c2cc1C(C)C,12,1,0.6,0.9,1,3,1,-10,1,0.79
CCOC(=O)C1=C(C)N(C)C(=O)NC1c1ccc(C)s1 (configuration not stated),10,-6,0.9,0.8,1.1,-6,1.1,-13,0.9,1.2
COc1ccc2c3c1O[C@H]1C[C@@H](O)C=C[C@@]31CCN(C)C2,.,-1,0.9,1.1,1,-9,1.1,-13,1.1,.
Oc1ccc(Br)cc1-c1nc2cnccn2c1NC1CCCC1,-12,-6,0.9,0.9,1.1,-2,1,-6,0.9,0.83
O=C(CSc1nc2ccccc2c(=O)n1NC(=O)c1ccccc1)c1ccc(Cl)cc1,158*,-1,1,0.9,1,-3,1,-10,1,2
Cc1cccc(-n2[nH]c3c4c(ccc3c2=O)C(=O)c2ccccc2C4=O)c1,6,0,1,1,1,8,0.9,5,0.7,1.4
O=C(COC(=O)CCc1ccc(S(=O)(=O)N2CCCCC2)cc1)Nc1cccc2ccccc12,0,-5,0.9,0.8,1,1,1,-26,0.9,0.89
CCSc1nc(N2CCOCC2)c2ccccc2n1,7,-4,0.9,0.9,1,-1,1,-6,0.9,0.89
O=[N+]([O-])c1cc(S(=O)(=O)N2CCCC2)ccc1O,9,-6,1.1,1.1,1.1,2,1,-9,1,1.2
Cc1cc(C)n(-c2ccc(Cl)c(C(=O)O)n2)n1,-2,-5,1,0.9,1.1,-5,1.1,-15,0.6,1.2
COc1cc(CNCCCN2CCOCC2)ccc1OCC(=O)Nc1cccc(C(F)(F)F)c1,20,-5,1.2,1,1,0,1,-7,1,0.73
CC(C)C(c1nnnn1C1CCCC1)N1CCc2ccccc21 (configuration not stated),-1,-6,0.9,1,1.1,-3,1,-10,1,0.93
COC(=O)c1sccc1-n1cccc1C(=O)C(=O)N1CC(C)OC(C)C1 (configuration not stated),-11,-8,1,1,1.1,-6,1.1,-19,1,1.1

A different layout for part of the listing above.
CNC(=O)COC(=O)c1ccc(NS(=O)(=O)c2ccc3c(c2)OCCO3)cc1
- APP 5'UTR act: 27
- FLuc inh counter: -11
- bIAP activator: 1
- PMI activator: 1.1
- FLuc stim CS: 1.1
- TNAP inh hiacc: -8
- TNAP act hiacc: 1.1
- TNAP inh no acc: -7
- PMI act satM6P: 1
- NF-kB expr up: 1.4
COc1cccc(OC)c1C(=O)OCC(=O)/C(C#N)=C(\C)N
- APP 5'UTR act: 0
- FLuc inh counter: -3
- bIAP activator: 0.9
- PMI activator: 0.9
- FLuc stim CS: 1
- TNAP inh hiacc: 0
- TNAP act hiacc: 1
- TNAP inh no acc: -12
- PMI act satM6P: 1
- NF-kB expr up: 1

High-throughput results (PubChem)
